Screening data from PubChem.
aSyn tox rescue – alpha-synuclein toxicity suppression in yeast; AID 1347070; 94,000 compounds, 0.02% hits; Potency, µM (top dose mostly 46.1 µM), for the others: at the highest dose growth rescue (activation), hits mostly activators; S. cerevisiae alpha-synuclein toxicity rescue, BacTiter-Glo growth, 24 h; active = well fitted activation curve with a large enough effect; inconclusive = small, poorly fitted or top-dose-only effect; also: 0% is about no effect
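Growth restoration measured by BacTiter-Glo luminescence after 24 hr at 30 deg C; alpha-synuclein yeast, raffinose-pregrown to mid-log, were added at OD600=0.02 in galactose medium onto pinned compounds.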
Starred values were filed as active, the others as inactive; ? = inconclusive; & = joins results of further samples; [ ] = another dose, or the depositor's remark. Potency is read from the fitted curve at half-maximal effect. An excerpt; the hit share may differ from the screen's.

item	molecule	aSyn tox rescue
1	CC1CCN(C(=O)COc2ccc(S(=O)(=O)N3CCOCC3)cc2)CC1	-5.1%
2	CC(C)N(Cc1nc(-c2ccccc2)no1)C(=O)Cc1ccccc1	-3.4%
3	CN(c1ccc(OCC(=O)OCC(=O)Nc2ccc(F)cc2)cc1)S(=O)(=O)c1ccc(Cl)cc1	8.9%
4	CCOC(=O)c1c(C)[nH]c(C)c1S(=O)(=O)N(C)CC(=O)NCc1ccc(Cl)cc1	-15.8%
5	Cc1ccc(NC(=O)Cn2c(=O)n(Cc3nc(C)no3)c(=O)c3cc4c(cc32)OCO4)c(C)c1	8.1%
6	O=C(Nc1ccc2c(c1)OCCO2)c1cc2ccccc2o1	-0.4%
7	Cc1nn(-c2ccccc2)c2nc(C3CC3)cc(C(=O)NCc3ccccc3Cl)c12	7.1%
8	Cc1ccccc1C(=O)NNC(=O)C1CCN(C(=O)Nc2ccccc2)CC1	17.2%
9	NC(CCCCCP(=O)(c1ccccc1)c1ccccc1)C(=O)O (stereo unspecified)	7.1%
10	O=C(N/N=C/c1cc(Br)ccc1OC(=O)c1ccc(Br)cc1)c1ccncc1	-6.2%
11	COc1ccc(-c2noc(CSc3nnc(C)n3-c3ccc(C)cc3)n2)cc1OC	-3.2%
12	NC(=O)CN1C(=O)C(=O)N(Cc2ccccc2)C1=O	-4.4%
13	O=C(Nc1ccc(SC(F)F)cc1)c1cc(-c2ccc3c(c2)OCCO3)on1	8.3%
14	Cc1cccc(-c2nnc(NC(=O)c3cccs3)s2)c1	2.8%
15	O=[N+]([O-])c1ccc(S(=O)(=O)c2ccccc2)nc1	-61.3%[inhibitor]
16	O=C(O)c1cnc(-c2ccccc2)nc1Oc1ccc(Cl)cc1	-4.5%
17	COc1cccc(NC(=O)Cn2c(=O)n(CCC(=O)NCc3ccccc3OC)c(=O)c3ccccc32)c1	-1.3%
18	C[C@H](CO)N1C[C@H](C)[C@@H](CN(C)S(=O)(=O)c2ccc(F)cc2)OCc2cn(nn2)CCCC1=O	-2.6%
19	CCOC(=O)c1[nH]c(C)c(CCC(=O)Nc2cc(Cl)ccc2C)c1C	4.5%
20	O=S(=O)(c1ccc(-c2csc(=Nc3ccc(F)cc3)n2CCCCCCO)cc1)N1CCCC1	5.4%
21	COc1ccc2c(CC(=O)N3CCc4cc(OC)c(OC)cc4C3)coc2c1	10.9%
22	COc1cc(NC(=O)CN(c2ccc(C)cc2)S(=O)(=O)c2cccc3nonc23)cc(OC)c1	0.9%
23	COc1ccc(NC(=S)N(CCCN2CCOCC2)C(C)c2cc3cccc(OC)c3o2)cc1 (stereo unspecified)	1.5%
24	CS(=O)(=O)N1CCn2c1nc1ccccc12	-5.7%
25	O=C1c2oc3ccccc3c(=O)c2C(c2cccc(O)c2)N1Cc1ccc(F)cc1 (stereo unspecified)	-3.6%
26	CCC(C)(C)C1CCc2c(sc(NC(=O)c3ccccc3C(=O)O)c2C#N)C1 (stereo unspecified)	-4.1%
27	CN(C)S(=O)(=O)Nc1ccc(-c2cn3ccsc3n2)cc1	6.2%
28	CCOC(=O)N1CCC(NC(=O)c2cnn(-c3ccc(F)cc3)c2-n2cccc2)CC1	-18.2%
29	CCOC(=O)C(N=Nc1nn[nH]n1)C(C)=O (stereo unspecified)	-7.2%
30	Cc1cccc(-n2nc(C)c(C(=O)N3CCN(c4ccccc4)CC3)c2-n2cccc2)c1	23.7%
31	CC(C)Oc1ccc(C(=O)NC2CCN(Cc3ccccc3)CC2)cc1	-3.0%
32	O=C(NC(=O)c1c(F)cccc1F)Nc1ccccc1SC(F)F	-4.6%
33	Cc1ccc(OCC(=O)Nc2ccc(C(=O)Nc3ccccc3C(=O)O)cc2)cc1C	-1.1%
34	Cc1ccc(CCNC(=O)c2cnc3c(C)cccn3c2=O)cc1	1.2%
35	Cc1c(Cl)cccc1NC(=O)C1CCCN(c2nnc(-n3c(C)ccc3C)s2)C1 (stereo unspecified)	-0.1%
36	CN(C(=O)COC(=O)Cc1c(Cl)cccc1Cl)c1c(N)n(Cc2ccccc2)c(=O)[nH]c1=O	-10.4%
37	Cc1nc2sccn2c(=O)c1S(=O)(=O)Nc1cc(Cl)ccc1O	-6.8%
38	Cc1ccc2nc(N3CCC(C(=O)N4CCN(c5cccc(Cl)c5)CC4)CC3)[nH]c2c1	0.7%
39	CCc1ccc(NC(=O)C2CCCN2S(=O)(=O)c2ccc3c(c2)n(C)c(=O)c(=O)n3C)cc1 (stereo unspecified)	9.1%&-3.1%
40	CC(=O)c1ccc(NC(=O)CCc2c(C)nn(-c3ccc4nnc(C)n4n3)c2C)cc1	0.0%
41	c1csc(-c2nn3c(C4CCCCC4)nnc3s2)c1	2.3%
42	COc1cccc(CNC(=O)CCCn2nc(C)c3sc4ccccc4c3c2=O)c1	0.9%
43	CSc1ccc(CNC(=O)Cn2nc(N3CCN(c4ccccc4)CC3)ccc2=O)cc1	4.8%
44	CC(C)Cn1cc(C(=O)N2CCN(c3cccc(Cl)c3)CC2)c2c3ccccc3n(C)c2c1=O	9.5%
45	CCC1CN(C(=O)N2CCC(C(=O)NCc3ccco3)CC2)c2ccccc2O1 (stereo unspecified)	3.3%
46	O=C(OCCOc1ccccc1)c1cc(S(=O)(=O)N2CCOCC2)c(Cl)cc1Cl	-9.4%
47	COc1ccc(N2CCN(S(=O)(=O)CCNC(=O)COc3cccc(OC)c3)CC2)cc1	1.5%
48	COc1ccc(C2C(=O)N(C3CCC(C)CC3)CC(=O)N2Cc2ccc(C)cc2)cc1OC (stereo unspecified)	2.0%
49	CCCn1cc(S(=O)(=O)c2ccc(C)cc2)c(=O)c2cc(F)c(N3CCCC3)cc21	-7.7%
50	CN(C)c1ccc(C(CNS(=O)(=O)c2ccccc2)N2CCc3ccccc32)cc1 (stereo unspecified)	-11.8%
51	CCOc1ccc(CCNC(=O)CN2C(=O)COc3ccc(S(=O)(=O)N(CC)CC)cc32)cc1	-9.7%
52	COCCCNC(=O)c1sc2nc3n(c(=O)c2c1C)CCC3	0.6%
53	O=C(Nc1nnc(S(=O)(=O)N2CCCCCC2)s1)c1ccccc1F	-22.9%
54	Cc1cc(N2CCCCC2)nc2ccc(NC(=O)CCC(=O)N3CCN(c4ccccc4)CC3)cc12	0.2%
55	CCN(CC)C(=O)CSc1n[nH]c(=O)n1CCc1ccccc1	-10.4%
56	COC(=O)c1cc(S(=O)(=O)N2CCN(c3cccc(C)c3)C(C)C2)c[nH]1 (stereo unspecified)	-12.5%
57	CCc1ccccc1NC(=O)Cn1c(-c2nonc2N)nc2ccccc21	1.0%
58	COc1ccc(-c2csc3nc(C)nc(N4CCN(C(C)=O)CC4)c23)cc1OC	8.2%
59	O=C(COC(=O)Cc1cccs1)Nc1cccc(S(=O)(=O)N2CCOCC2)c1	-5.1%
60	CC(Sc1nc(-c2ccc(F)cc2)cs1)C(=O)Nc1ccc(Cl)cn1 (stereo unspecified)	0.5%

Remaining list, next part
item	molecule	aSyn tox rescue
61	Oc1c(C(c2ccccc2F)N2CCCC2)sc2nc(-c3ccco3)nn12 (stereo unspecified)	7.7%
62	COc1ccc(C(=O)Oc2c(Sc3ccc(C)cc3)c(C)nn2C(C)(C)C)c(OC)c1	2.6%
63	COc1ccc(NC(=O)Cn2c(=O)ccc3cc(S(=O)(=O)N4CCCC4)ccc32)cc1Cl	-11.8%
64	COc1ccc(NC(=O)/C(Cl)=C(/Cl)S(=O)Cc2ccccc2Cl)cn1 (stereo unspecified)	-75.8%[inhibitor]
65	COc1ccc(NC(=O)COc2cccc(-n3cnnn3)c2)cc1Cl	-1.4%
66	CCC(C)SCC(=O)Nc1ccc(S(=O)(=O)N2CCOCC2)cc1OC (stereo unspecified)	-5.0%
67	COc1ccc(C(C)=NNS(=O)(=O)c2ccc(C)cc2)cc1OC	2.2%
68	O=C(COCc1cc(-c2ccc3c(c2)OCO3)on1)NCc1ccc(F)cc1	-9.2%
69	NS(=O)(=O)c1ccc(CCNC(=O)C2CCCN2C(=O)c2cccs2)cc1 (stereo unspecified)	-0.7%
70	COc1ccc(S(=O)(=O)N2CCOCC2)cc1C(=O)Nc1cccc(C(=O)NC2CC2)c1	4.4%
71	CCOc1cccc2sc(NC(=O)c3ccc(S(=O)(=O)N4CCCCC4)cc3)nc12	0.6%
72	O=C(COC(=O)c1ccccc1[N+](=O)[O-])Nc1nnc(-c2ccccc2)o1	-47.2%[inhibitor]
73	CC(=O)Nc1ccc(NC(=O)C(C)OC(=O)c2oc3ccccc3c2C)cc1 (stereo unspecified)	9.7%
74	CCCCn1c(SCC(=O)Nc2ccc(F)cc2)nc2c(sc3ccccc32)c1=O	-0.3%
75	CCOC(=O)C1(C(=O)OCC)COC(=O)C1CN1Cc2cc3ccccc3nc2C1 (stereo unspecified)	22.1%
76	CCSc1nnc(NC(=O)CSc2sc3c(O)cc(=O)[nH]c3c2C#N)s1	7.3%
77	CCCC(=O)NCC(c1ccc2c(c1)OCO2)N1CCN(c2ccccc2)CC1 (stereo unspecified)	-5.5%
78	C[C@@H]1CN([C@H](C)CO)C(=O)c2cc(NC(=O)Nc3ccc(F)cc3)ccc2O[C@@H](C)CCCCO[C@H]1CN(C)Cc1ccc(C(=O)O)cc1	6.9%
79	O=C(Nc1c[nH]c(=O)[nH]c1=O)c1ccc2c(c1)C(=O)N(c1cccc([N+](=O)[O-])c1)C2=O	-9.5%
80	CCOC(=O)c1c(-c2ccc(OC)cc2)oc2ccc(OCc3ccccc3C)cc12	-0.5%
81	Cc1c(C(=O)NCc2cccnc2)sc2nc(-c3ccccc3)cn12	6.1%
82	C/C(=N\NC(=O)c1cc(-c2ccc(Cl)s2)[nH]n1)c1ccncc1	-7.7%
83	CCC(C)NC(=O)c1cc(Sc2cccc(Cl)c2)nc2ccccc12 (stereo unspecified)	-12.1%
84	N#Cc1ccccc1OCC(=O)N1CCN(c2ccccc2F)CC1	8.5%
85	CC(C)Cn1c(=O)c2sccc2n2c(CCCC(=O)NCCc3ccccc3)nnc12	1.9%
86	CC(C)c1ccccc1NC(=O)CNCCc1ccc(C(F)(F)F)cc1	-2.3%
87	Cc1ccc(S(=O)(=O)N(Cc2cccc([N+](=O)[O-])c2)C(=O)N2CCN(C)CC2)cc1	-7.4%
88	COc1ccc(N2CCN(Cc3nc4c(c(=O)[nH]c(=O)n4C)n3CC(C)C)CC2)cc1	-5.1%
89	CCSc1nnc(NC(=O)C2CCCN(C(=O)c3ccc(Cl)cc3)C2)s1 (stereo unspecified)	12.7%
90	C=CC(=O)NC(NC(=O)C=C)c1ccccc1F	-2.9%

Quoted at random: 2 entries already listed.
item	molecule	aSyn tox rescue
18	C[C@H](CO)N1C[C@H](C)[C@@H](CN(C)S(=O)(=O)c2ccc(F)cc2)OCc2cn(nn2)CCCC1=O	-2.6%
63	COc1ccc(NC(=O)Cn2c(=O)ccc3cc(S(=O)(=O)N4CCCC4)ccc32)cc1Cl	-11.8%

New compounds follow.
item	molecule	aSyn tox rescue
91	COc1ccc(CCn2cc3c(c2-c2ccc(Br)cc2)c(=O)n(C)c(=O)n3C)cc1OC	-0.6%
92	CC(CCc1ccccc1)NC(=O)Cn1c(=O)nc(-c2ccccc2)c2ccccc21 (stereo unspecified)	-5.9%
93	Cc1ccc(Cl)cc1N1CCN(S(=O)(=O)c2cc3[nH]c(=O)c(=O)[nH]c3cc2C)CC1	-6.0%
94	COc1ccccc1N1CCN(C(=O)c2sc3ncnc(N4CCN(c5ccccn5)CC4)c3c2C)CC1	14.4%
95	COc1ccc(C(=O)NCC(c2ccc3c(c2)OCO3)N2CCN(c3ccc(F)cc3)CC2)cc1 (stereo unspecified)	-0.3%
96	CCOc1ccc(C(CC(=O)Nc2cc(C)c(Cl)cc2OC)N2Cc3ccccc3C2=O)cc1OC (stereo unspecified)	14.1%
97	COc1cc(/C=N/NC(=O)COc2ccc([N+](=O)[O-])cc2)ccc1OCC(=O)N1CCOCC1	-0.7%
98	Cc1ccc(S(=O)(=O)N(C)C[C@H]2OCc3cnnn3CCCC(=O)N([C@@H](C)CO)C[C@H]2C)cc1	2.1%
99	CN(C)CCN(C(=O)C1CCCCC1)c1nc2cc3c(cc2s1)OCCO3	-5.6%
100	CCS(=O)(=O)N1CCc2cc(C(=O)NCc3ccc(C)cc3)ccc21	-3.2%
101	Cc1c(CC(=O)NCCc2ccccc2F)c(=O)oc2cc(O)c(Cl)cc12	4.6%
102	CCCSCCCNC(=O)C1CCCN(c2nn3cc(-c4ccc(OC)cc4)nc3s2)C1 (stereo unspecified)	3.9%
103	CN(CC(=O)Nc1cccc(F)c1)C(=O)CN1C(=O)NC2(CCCCC2)C1=O	-15.8%
104	CC(OC(=O)c1ccc(S(=O)(=O)N2CCOCC2)cc1)c1ccccc1 (stereo unspecified)	10.9%
105	Cc1nc(-n2nc(C)c(Cc3ccccc3Cl)c2C)sc1C(=O)Nc1ccccc1F	-6.2%
106	CCOc1ccccc1NC(=O)Cn1c(=O)n(CCCC(=O)NCCc2ccc(C)cc2)c(=O)c2ccccc21	-0.2%
107	CCOC(=O)c1cc(-c2ccc(OC)cc2)n(CCC(=O)NCCc2ccccc2)c1C	?
108	O=C(NCc1ccc(F)cc1)C(=O)NCC(c1ccc2c(c1)OCO2)N1CCOCC1 (stereo unspecified)	0.7%

Filtered by structure, the entries above with a nitro group on carbon.
item	molecule	aSyn tox rescue
15	O=[N+]([O-])c1ccc(S(=O)(=O)c2ccccc2)nc1	-61.3%[inhibitor]
72	O=C(COC(=O)c1ccccc1[N+](=O)[O-])Nc1nnc(-c2ccccc2)o1	-47.2%[inhibitor]
79	O=C(Nc1c[nH]c(=O)[nH]c1=O)c1ccc2c(c1)C(=O)N(c1cccc([N+](=O)[O-])c1)C2=O	-9.5%
87	Cc1ccc(S(=O)(=O)N(Cc2cccc([N+](=O)[O-])c2)C(=O)N2CCN(C)CC2)cc1	-7.4%
97	COc1cc(/C=N/NC(=O)COc2ccc([N+](=O)[O-])cc2)ccc1OCC(=O)N1CCOCC1	-0.7%
